Assay outcomes deposited in PubChem by The Scripps Research Institute Molecular Screening Center.
V1aR counter: agonists of human V1a receptor, primary screen, counter-screen for OXTR agonist project, fluorescence, CHO-V1R cells. Fluo-8 calcium fluorescence, agonist mode; 0% DMSO, 100% 3 nM vasopressin. AID 2797, 2010. Vasopressin V1a receptor (Homo sapiens), P37288. hit rate 0.25% among 320,000. activation, % at 3 µM;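 active means activation above the mean activation of all tested compounds plus 3 SD, per screening run, cut at about 20% in these data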;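 further: signal is peak over basal fluorescence ratio across a 100 second FLIPR read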
OXTR ag: human OXTR agonists, primary screen, fluorescence, CHO-OTR cells, Fluo-8 calcium | Oxytocin receptor (Homo sapiens), P30559 | Fluo-8 calcium fluorescence; normalized: DMSO 0%, oxytocin 100% | activation, % at 3 µM | hit rate 0.32% among 320,000;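 active means activation above the mean of all tested compounds plus 3 SD, cutoff set per screening run, cut at about 20% in these data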;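 further: peak over basal fluorescence ratio from a 100 s FLIPR kinetic read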
GalR3 antagonist: GalR3 antagonists in HEK293 cells, primary screen, cell-based, fluorescence readout; Galanin receptor type 3 (Homo sapiens), O60755; HEK293 GalR3-CNG cAMP membrane potential fluorescence; galR3 body fused to GalR1 C-terminus; inhibition, % at 3 µM; hit rate 0.44% among 360,000;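 active means inhibition above the screen-wide average plus 3 SD, cut at about 13% in these data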;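 further: forskolin and galanin both at EC90 stimulate the cells; cAMP rise reported by CNG channel membrane potential dye signal; 0% = forskolin plus galanin with DMSO and 100% = forskolin alone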
Target sequence (O60755 1-299 limits assumed): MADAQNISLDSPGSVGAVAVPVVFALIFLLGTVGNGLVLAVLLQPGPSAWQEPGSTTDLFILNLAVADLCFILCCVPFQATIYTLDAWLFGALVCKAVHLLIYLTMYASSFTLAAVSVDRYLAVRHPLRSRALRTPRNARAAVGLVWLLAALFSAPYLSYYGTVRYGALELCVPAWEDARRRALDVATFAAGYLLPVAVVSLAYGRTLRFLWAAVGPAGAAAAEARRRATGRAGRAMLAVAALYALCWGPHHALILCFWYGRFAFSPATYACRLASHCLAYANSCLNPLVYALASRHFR
* = called active by the depositor; · = not tested or not shown; & = joins results of further samples. These rows are one share of the data (hit frequency here may not be typical).

CCc1ccccc1OC[C@@H](O)CN[C@H]1CCCc2ccccc21
  V1aR counter: 14	OXTR ag: 22*	GalR3 antagonist: ·

COc1cc(C=O)ccc1O
  V1aR counter: ·	OXTR ag: ·	GalR3 antagonist: -2

O=C1NC(=O)C2(CCOc3ccc(F)cc32)N1 (stereo not given)
  V1aR counter: ·	OXTR ag: ·	GalR3 antagonist: -4

O=C(O)Cc1sc(-c2ccccc2)nc1-c1ccc(Cl)cc1
  V1aR counter: ·	OXTR ag: ·	GalR3 antagonist: -5

O=[N+]([O-])c1cncn1CCN1CCOCC1
  V1aR counter: ·	OXTR ag: ·	GalR3 antagonist: -6

Cn1ccc2cc3c(cc21)CCN3C(=O)Nc1cccnc1
  V1aR counter: 0.4	OXTR ag: -0.7	GalR3 antagonist: -1

Nc1ncnc2c1c(-c1ccc(Oc3ccccc3)cc1)cn2C1CCCC1
  V1aR counter: 5.9	OXTR ag: 0.1	GalR3 antagonist: -4

CC[C@]12CCCN3CCc4c(n(c5ccccc45)[C@](O)(C(=O)OC)C1)[C@@H]32
  V1aR counter: -1.2	OXTR ag: -2.1	GalR3 antagonist: 1

CCc1cccc(CC)c1NC(=O)CN(CC(=O)O)CC(=O)O
  V1aR counter: 0.9	OXTR ag: 0.3	GalR3 antagonist: -3

C[C@@H]1C[C@H]2[C@@H]3CCC4=CC(=O)C=C[C@]4(C)[C@@]3(Cl)[C@@H](O)C[C@]2(C)[C@@]1(OC(=O)c1ccco1)C(=O)CCl
  V1aR counter: 1.8	OXTR ag: 1.0	GalR3 antagonist: -4

COc1cc(N)c(Cl)cc1C(=O)N[C@H]1CCN(CCCOc2ccc(F)cc2)C[C@H]1OC
  V1aR counter: -0.9	OXTR ag: -0.2	GalR3 antagonist: -6

CC1O[C@@H](OCC2O[C@@H](Oc3cc(O)c4c(c3)OC(c3ccc(O)cc3)CC4=O)[C@H](O)[C@@H](O)[C@@H]2O)[C@H](O)[C@H](O)[C@H]1O (stereo not given in full)
  V1aR counter: 0.5	OXTR ag: 5.5	GalR3 antagonist: -4

O=C(Nc1cc(-c2ccccc2)nn1-c1ccccc1F)c1ccc([N+](=O)[O-])cc1
  V1aR counter: -0.3	OXTR ag: -1.5	GalR3 antagonist: -2

C[C@H](CCC(=O)O)[C@H]1CC[C@H]2[C@@H]3[C@H](O)C[C@@H]4C[C@H](O)CC[C@]4(C)[C@H]3CC[C@]12C
  V1aR counter: 1.7	OXTR ag: 2.0	GalR3 antagonist: -4

COC(=O)N/N=C/c1c[n+]([O-])c2ccccc2[n+]1[O-]
  V1aR counter: -0.5	OXTR ag: 0.0	GalR3 antagonist: -1

C=C[C@H]1CN2CC[C@H]1C[C@H]2[C@H](O)c1ccnc2ccc(OC)cc12
  V1aR counter: 0.2&0.5	OXTR ag: -1.2&0.5	GalR3 antagonist: -2&-4

CC(=O)OCC(=O)[C@@]1(O)CC[C@H]2[C@@H]3CCC4=CC(=O)C=C[C@]4(C)[C@@]3(F)[C@@H](O)C[C@@]21C
  V1aR counter: -0.4	OXTR ag: 0.3	GalR3 antagonist: -5

CC(Cc1cccc(C(F)(F)F)c1)NCCOC(=O)c1ccccc1 (stereo not given)
  V1aR counter: 2.8&3.9	OXTR ag: 2.3&-0.2	GalR3 antagonist: 0&-6

3 entries picked at random from the list so far, as already listed:
O=C(Nc1cc(-c2ccccc2)nn1-c1ccccc1F)c1ccc([N+](=O)[O-])cc1
  V1aR counter: -0.3	OXTR ag: -1.5	GalR3 antagonist: -2

CC(=O)OCC(=O)[C@@]1(O)CC[C@H]2[C@@H]3CCC4=CC(=O)C=C[C@]4(C)[C@@]3(F)[C@@H](O)C[C@@]21C
  V1aR counter: -0.4	OXTR ag: 0.3	GalR3 antagonist: -5

C[C@H](CCC(=O)O)[C@H]1CC[C@H]2[C@@H]3[C@H](O)C[C@@H]4C[C@H](O)CC[C@]4(C)[C@H]3CC[C@]12C
  V1aR counter: 1.7	OXTR ag: 2.0	GalR3 antagonist: -4

Structural class, the compounds so far containing an aryl methoxy group.
COc1cc(C=O)ccc1O
  V1aR counter: ·	OXTR ag: ·	GalR3 antagonist: -2

COc1cc(N)c(Cl)cc1C(=O)N[C@H]1CCN(CCCOc2ccc(F)cc2)C[C@H]1OC
  V1aR counter: -0.9	OXTR ag: -0.2	GalR3 antagonist: -6

C=C[C@H]1CN2CC[C@H]1C[C@H]2[C@H](O)c1ccnc2ccc(OC)cc12
  V1aR counter: 0.2&0.5	OXTR ag: -1.2&0.5	GalR3 antagonist: -2&-4

Single entries from the entries so far:
`COC(=O)N/N=C/c1c[n+]([O-])c2ccccc2[n+]1[O-]` – OXTR ag = 0.0
`O=C(Nc1cc(-c2ccccc2)nn1-c1ccccc1F)c1ccc([N+](=O)[O-])cc1` – OXTR ag = -1.5
